Bioassay records as filed in PubChem BioAssay.
KCNH2 3.1 inh: qHTS for Inhibitors of KCHN2 3.1: Mutant qHTS; U2OS KCNH2 3.1, thallium flux FluxOr; hits give low values; activity change, % (tested at about 1.8 µM); actives 0.95% (n = 340,000);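 active means maximum activity change below -70%; inconclusive means maximum activity change from -70% to -50%; inactive means maximum activity change above -50%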;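 further: thallium influx rate constant from kinetic fluorescence after stimulation buffer; on the % scale 0 is the no-effect control and ±100 the full control effect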
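Kinetic fluorescence (2 min after stimulation buffer) measures Tl+ influx through KCNH2 3.1 expressed by viral transduction in U2OS cells; the rate constant is normalized against DMSO controls serving as positive and negative references.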
NPC1 prom act: qHTS Assay for NPC1 Promoter Activators | Potency, µM (highest dose often 9.22 µM), for inactives: top-dose activation, usual class: activators | AID 485313, 2010 | Huh7 NPC1 promoter luciferase reporter, 24 h | actives 2.4% (n = 320,000);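 further: potency means the concentration at half of the fitted maximal effect; % of control where 0% means no effect; nearly all actives have a fitted effect of over 60% in size; reporter is driven by a mutant NPC1 promoter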
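In 1536-well qHTS, Huh7 cells harboring an NPC1 promoter–luciferase construct received compound for 24 h; activation was quantified by luminescence following luciferase reagent addition.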
ELG1 repair inh: qHTS screen for small molecules that inhibit ELG1-dependent DNA repair in human embryonic kidney (HEK293T) cells expressing luciferase-tagged ELG1; AID 504467, 2011; HEK293T ELG1-luciferase reporter, luminescence, 16 h; DNA damage induced by 5-fluorouridine; Potency, µM (top dose mostly 46.1 µM), for the others: at the top dose activity change, negative = inhibition, usual class: inhibitors; actives 2.3% (n = 330,000); further: potency means the concentration at half of the fitted maximal effect; on the % scale 0 is the no-effect control and ±100 the full control effect; nearly all actives have a fitted effect of over 55% in size
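Cells (2,000 per well) received 5-fluorouridine plus test compound or DMSO and were incubated 16 hr at 37 °C, 5% CO2. Luciferase activity was read by luminescence 30 min after ONE-Glo addition; signal suppression marked inhibition of damage-induced ELG1 function.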
PKM2 act: qHTS Assay for Activators of Human Muscle isoform 2 Pyruvate Kinase. Pyruvate kinase PKM (Homo sapiens), P14618. purified PKM2, Kinase-Glo ATP luminescence, activation; response scale: 0% is enzyme alone, no compound. Potency, µM (highest dose often 57.5 µM), inactives show top-dose activation, actives largely listed as activators. actives 0.34% (n = 260,000); further: potency means the concentration at half of the fitted maximal effect; on the % scale 0 is the no-effect control and ±100 the full control effect; nearly all actives have a fitted effect of over 55% in size
Target sequence (P14618 whole entry, looked up, canonical isoform): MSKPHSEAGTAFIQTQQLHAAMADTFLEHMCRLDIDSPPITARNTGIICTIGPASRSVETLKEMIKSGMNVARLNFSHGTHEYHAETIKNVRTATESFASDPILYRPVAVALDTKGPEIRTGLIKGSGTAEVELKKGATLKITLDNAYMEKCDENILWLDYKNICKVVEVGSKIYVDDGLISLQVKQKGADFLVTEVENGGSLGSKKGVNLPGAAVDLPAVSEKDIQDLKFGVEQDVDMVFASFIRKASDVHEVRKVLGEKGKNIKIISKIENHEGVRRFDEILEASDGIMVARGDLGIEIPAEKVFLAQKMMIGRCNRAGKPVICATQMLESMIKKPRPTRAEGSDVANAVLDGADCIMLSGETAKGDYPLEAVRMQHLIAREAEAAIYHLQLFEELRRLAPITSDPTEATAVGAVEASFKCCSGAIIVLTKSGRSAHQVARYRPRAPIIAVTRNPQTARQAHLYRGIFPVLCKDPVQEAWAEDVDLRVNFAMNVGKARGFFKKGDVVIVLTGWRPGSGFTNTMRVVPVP
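ATP formation by purified human PK-M2, quantified via coupled luciferase luminescence after 1 h at room temperature with 0.1 mM ADP and 0.5 mM PEP final.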
Gal4-VP16 FLuc: VP16 counterscreen qHTS for inhibitors of ROR gamma transcriptional activity. Drosophila S2 Gal4-VP16 UAS-luciferase, luminescence, 20 h. Potency, µM (titrated, usually from 53.6 µM), for inactives: at the highest dose activity, negative = inhibition, most hits filed as inhibitors. actives 3.5% (n = 310,000);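 further: Gal4-VP16 expression switched on by copper sulfate through the metallothionein promoter; potency means the concentration at half of the fitted maximal effect; on the % scale 0 is the no-effect control and ±100 the full control effect; nearly all actives have a fitted effect of over 50% in size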
MBNL1-CUG inh: qHTS Assay for Inhibitors of MBNL1-poly(CUG) RNA binding; TR-FRET MBNL1-His/biotin-(CUG)12 binding, 665/545 ratio; AID 2675, 2010; Muscleblind-like protein 1 (Homo sapiens), Q9NR56; Potency, µM (doses to about 57.5 µM), without a hit: top-dose activity change, negative = inhibition, most hits filed as inhibitors; actives 0.036% (n = 280,000); active means well fitted inhibition curve with a large enough effect in the signal ratio, with a control signal flat, not every such curve was filed as active; inconclusive means small, poorly fitted or top-dose-only effect, or effect the other way, or a change in a side signal; inactive means no such curve, though single readings can be large or run the other way; the % refers to the signal ratio; further: potency means the concentration at half of the fitted maximal effect; on the % scale 0 is the no-effect control and ±100 the full control effect
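Compounds (final 92 nM to 58 uM) are added to His-tagged MBNL1 and biotin-(CUG)12, then terbium anti-His antibody and streptavidin-XL665 (5 nM final). After 60 min at room temperature, the 665/545 nm ratio is read.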
Menin MLL FP TR: qHTS Assay for Inhibitors Targeting the Menin-MLL Interaction in MLL Related Leukemias: Competition With Texas Red Labeled MLL-derived Mutant Peptide | O00255 | Menin + Texas Red MLL mutant peptide, fluorescence polarization | Potency, µM (titrated, usually from 61.6 µM), for inactives: top-dose FP activity change, negative = inhibition, hits mostly inhibitors | actives 0.23% (n = 270,000) | AID 1768, 2009; active means well fitted inhibition curve with a large enough effect in the polarisation, with a control signal flat, not every such curve was filed as active; inconclusive means small, poorly fitted or top-dose-only effect, or effect the other way, or a change in a side signal; inactive means no such curve, though single readings can be large or run the other way; the % refers to the polarisation; further: potency means the concentration at half of the fitted maximal effect; % of control where 0% means no effect; many of its hits are not listed in these tables
RORgamma inh: qHTS for inhibitors of ROR gamma transcriptional activity | Drosophila S2 Gal4-RORgamma UAS-luciferase reporter, 20 h | Nuclear receptor ROR-gamma (Mus musculus), P51450 | Potency, µM (doses to about 53.6 µM), for inactives: at the top dose activity change, negative = inhibition, usual class: inhibitors | actives 5.4% (n = 310,000); further: potency means the concentration at half of the fitted maximal effect; on the % scale 0 is the no-effect control and ±100 the full control effect; nearly all actives have a fitted effect of over 60% in size
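Compounds are pin-transferred onto Drosophila Schneider cells expressing a copper-inducible Gal4–ROR gamma transactivation domain fusion. After 1 hr, copper sulfate is added to 700 uM final; luciferase is read 20 hr later.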
FLuc counter: qHTS profiling assay for firefly luciferase inhibitor/activator using purifed enzyme and Km concentrations of substrates (counterscreen for miR-21 project) | Potency, µM (top dose mostly 57.5 µM), for the others: at the highest dose activity change, negative = inhibition, actives largely listed as inhibitors | actives 6.9% (n = 360,000) | AID 588342, 2011 | purified FLuc, Km substrates, luminescence inhibition;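 further: potency means the concentration at half of the fitted maximal effect; plate controls were vehicle for no effect and reference inhibitor for full effect; nearly all actives have a fitted effect of over 55% in size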
Target sequence (P08659 whole entry, looked up): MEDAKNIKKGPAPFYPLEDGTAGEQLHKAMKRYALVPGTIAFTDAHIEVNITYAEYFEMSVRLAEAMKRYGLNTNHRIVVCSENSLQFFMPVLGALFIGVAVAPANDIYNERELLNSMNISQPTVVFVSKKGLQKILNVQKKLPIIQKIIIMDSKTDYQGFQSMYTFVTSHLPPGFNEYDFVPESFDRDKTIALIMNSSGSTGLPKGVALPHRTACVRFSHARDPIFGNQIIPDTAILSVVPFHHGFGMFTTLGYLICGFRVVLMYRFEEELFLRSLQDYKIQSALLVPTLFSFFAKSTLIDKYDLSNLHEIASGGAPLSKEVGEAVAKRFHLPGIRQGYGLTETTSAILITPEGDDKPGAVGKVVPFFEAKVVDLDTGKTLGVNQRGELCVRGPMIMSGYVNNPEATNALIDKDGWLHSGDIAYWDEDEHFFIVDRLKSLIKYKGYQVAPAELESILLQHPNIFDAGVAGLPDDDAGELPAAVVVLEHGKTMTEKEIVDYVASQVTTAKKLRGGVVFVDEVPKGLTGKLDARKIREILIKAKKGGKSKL
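Purified P. pyralis luciferase (10nM final) with 10uM D-luciferin and 10uM ATP (Km levels) in 50mM Tris acetate pH 7.5, 10mM Mg acetate, 0.01% Tween-20, 0.05% BSA; qHTS 6-point titration, ~60 µM downward; luminescence read.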
Rab9 prom act: qHTS Assay for Rab9 Promoter Activators. Huh7 Rab9 promoter-luciferase reporter, luminescence, 24 h. Potency, µM (doses to about 9.22 µM), for inactives: at the highest dose activation, negative = inhibition, usual class: activators. actives 2.8% (n = 320,000). AID 485297, 2010; further: potency means the concentration at half of the fitted maximal effect; % of control where 0% means no effect; nearly all actives have a fitted effect of over 60% in size
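Huh7 cells stably carrying Rab9 promoter–luciferase reporter, plated 1500 cells/well, compound added after 2 h and incubated 24 h at 37 °C; luciferase luminescence then read after 10 min with detection reagent.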
Mito fusion yeast: qHTS Assay for Small Molecule Inhibitors of Mitochondrial Division or Activators of Mitochondrial Fusion. S. cerevisiae fusion-defective mutant growth rescue, CellTiterGlo 48 h. Potency, µM (highest dose often 46.1 µM), without a hit: at the highest dose growth rescue (activation), usual class: activators. actives 0.23% (n = 320,000). AID 485298, 2010;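 further: potency means the concentration at half of the fitted maximal effect; % of control where 0% means no effect; nearly all actives have a fitted effect of over 45% in size; temperature-sensitive fusion mutants such as fzo1-1 at 37 °C on non-fermentable ethanol glycerol medium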
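Compounds are tested for their ability to restore growth of mitochondrial fusion-defective yeast strains at non-permissive 37C in YPEG medium over 48 hours. Viability is quantified by luciferase luminescence.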
* hit, by the source's call; & = joins results of further samples. Unless noted, the call rests on the fitted dose curve; in most records, active means well fitted curve in the direction sought with a large enough effect; inconclusive means small, poorly fitted or top-dose-only effect, or another doubt; inactive means no such curve, though single readings can be large; an effect the other way counts as inactive or inconclusive. These rows are one share of the data; rates above refer to the full screens.

CCC1=C(OC(=O)N(CC)CC)N2C(=O)OC(=NCCc3c[nH]c4ccccc34)[C@]2(Cc2ccccc2)[C@H]2C1=CC[C@H]1C(=O)N(c3ccccc3)C(=O)[C@H]12 was read as KCNH2 3.1 inh -24.4, NPC1 prom act -6.4%, ELG1 repair inh -5.9%, PKM2 act 5.0%&1.6%, Gal4-VP16 FLuc -8.1%&-2.8%, MBNL1-CUG inh 1.1%, Menin MLL FP TR 18.4%, RORgamma inh 23.6%&-10.8%, FLuc counter -0.2%, Rab9 prom act -5.2% and Mito fusion yeast 26.0%.
`CCOC(=O)C1=C(COC(=O)c2ccc(C)c(S(=O)(=O)N3CCOCC3)c2)NC(=O)NC1C` (centres undefined) gave KCNH2 3.1 inh -9.1, NPC1 prom act -0.8%, ELG1 repair inh -3.0%, FLuc counter 2.6%, Rab9 prom act 0.9% and Mito fusion yeast -7.6%.
Screening CC/C=C/C(=O)N1CC2(CC(c3cccc(NC(=O)CC)c3)=NO2)C[C@H]1C(N)=O (some centres undefined) returned KCNH2 3.1 inh 5.4, NPC1 prom act -7.9%, ELG1 repair inh 15.1%, PKM2 act 26.5%, Gal4-VP16 FLuc 6.9%, MBNL1-CUG inh -2.2%, RORgamma inh -11.6%, FLuc counter -1.5%, Rab9 prom act -9.3% and Mito fusion yeast 24.4%.
Screening COc1ccc(NC(=O)c2cc3sccc3n2Cc2ccc(F)cc2)cc1OC returned KCNH2 3.1 inh -2.3, NPC1 prom act 21.8%, ELG1 repair inh inconclusive, PKM2 act -3.6%, Gal4-VP16 FLuc 3.0%, MBNL1-CUG inh -2.6%, Menin MLL FP TR inconclusive, RORgamma inh inconclusive, FLuc counter inconclusive, Rab9 prom act inconclusive and Mito fusion yeast 3.2%.
`Cc1cc(C)cc(-n2ccnc2SCC(=O)Nc2nccs2)c1` gave KCNH2 3.1 inh 25.8, NPC1 prom act -8.2%, ELG1 repair inh -18.3%, PKM2 act -1.8%, Gal4-VP16 FLuc 1.3%, MBNL1-CUG inh 8.6%, Menin MLL FP TR 15.7%, RORgamma inh inconclusive, FLuc counter 0.6%, Rab9 prom act 0.9% and Mito fusion yeast -3.4%.
`CC1CCc2nc(NC(=O)c3ccco3)sc2C1` (centres undefined) gave KCNH2 3.1 inh -4.0, NPC1 prom act 0.447µM*, ELG1 repair inh inconclusive, PKM2 act -20.4%, Gal4-VP16 FLuc 3.98µM*, MBNL1-CUG inh 5.4%, Menin MLL FP TR 23.6%, RORgamma inh 2.51µM*, FLuc counter 0.301µM*, Rab9 prom act 0.282µM* and Mito fusion yeast -0.9%.
Screening CC(NC(=O)C12CC3(C)CC(C)(CC(C)(C3)C1)C2)C(=O)O (centres undefined) returned KCNH2 3.1 inh -17.7, NPC1 prom act 0.5%, ELG1 repair inh inconclusive, PKM2 act -5.5%, Gal4-VP16 FLuc 17.5%, MBNL1-CUG inh -0.3%, Menin MLL FP TR 16.1%, RORgamma inh inconclusive, FLuc counter 2.6%, Rab9 prom act inconclusive and Mito fusion yeast 0.1%.
For O=C(c1ccccc1)N1CCN(C(=O)c2ccc3c(c2)OCCO3)CC1 the results were KCNH2 3.1 inh 18.9, NPC1 prom act -4.3%, ELG1 repair inh 3.4%, PKM2 act 3.1%, Gal4-VP16 FLuc -1.1%, MBNL1-CUG inh -5.0%, Menin MLL FP TR 0.6%, RORgamma inh 6.9%, FLuc counter 0.0%, Rab9 prom act 1.8% and Mito fusion yeast 1.0%.
O=C1Cc2ccccc2C(=O)N1OCc1ccc(Cl)cc1 was read as KCNH2 3.1 inh -0.6, NPC1 prom act 3.6%, ELG1 repair inh 20.5%, PKM2 act -7.6%, Gal4-VP16 FLuc 0.4%, MBNL1-CUG inh -4.8%, Menin MLL FP TR inconclusive, RORgamma inh -15.6%, FLuc counter inconclusive, Rab9 prom act 20.1% and Mito fusion yeast 0.8%.
Screening CCC1=[N+](C)c2cccc3cccc(c23)N1C returned KCNH2 3.1 inh 1.5, NPC1 prom act -4.2%, ELG1 repair inh -16.2%, PKM2 act 0.7%, Gal4-VP16 FLuc -4.4%, MBNL1-CUG inh 14.0%, Menin MLL FP TR -8.7%, RORgamma inh -7.2%, FLuc counter 2.4%, Rab9 prom act 1.0% and Mito fusion yeast 3.2%.
O=C(c1ccc2oc(CCCc3ccccc3)nc2c1)N1CCCC(CCCO)C1 (centres undefined) was read as KCNH2 3.1 inh -3.0, NPC1 prom act 5.9%, ELG1 repair inh inconclusive, PKM2 act -4.6%, Gal4-VP16 FLuc 1.2%, MBNL1-CUG inh -4.2%, RORgamma inh inconclusive, FLuc counter -14.1%, Rab9 prom act 18.0% and Mito fusion yeast 1.9%.
For Cc1noc(C)c1C(=O)OCC(=O)NC1CC1 the results were KCNH2 3.1 inh -0.8, NPC1 prom act 1.1%, ELG1 repair inh -7.3%, PKM2 act 0.2%, Gal4-VP16 FLuc -2.4%, MBNL1-CUG inh 0.6%, Menin MLL FP TR 0.5%, RORgamma inh 4.3%, FLuc counter 6.9%, Rab9 prom act -4.3% and Mito fusion yeast -3.4%.
Screening CCS(=O)(=O)N1CCC(c2nc(-c3ccc(C)cc3)no2)CC1 returned KCNH2 3.1 inh -0.7, NPC1 prom act inconclusive, ELG1 repair inh inconclusive, PKM2 act 0.1%, Gal4-VP16 FLuc -9.5%, MBNL1-CUG inh -3.8%, Menin MLL FP TR -3.3%, RORgamma inh inconclusive, FLuc counter 15.1µM*, Rab9 prom act inconclusive and Mito fusion yeast -2.6%.
`Cc1cc(C(F)F)n2ncc(C(=O)NCCc3ccccc3Cl)c2n1` gave KCNH2 3.1 inh 1.4, NPC1 prom act -1.8%, ELG1 repair inh 0.0%, PKM2 act 0.0%, Gal4-VP16 FLuc 5.4%, MBNL1-CUG inh -2.9%, Menin MLL FP TR -7.7%, RORgamma inh -8.1%, FLuc counter 3.6%, Rab9 prom act -0.3% and Mito fusion yeast 9.2%.
For COc1ccc(OC)c(S(=O)(=O)Nc2cc3c4c(c2)CC(=O)N4CCC3)c1 the results were KCNH2 3.1 inh 0.5, NPC1 prom act 0.2%, ELG1 repair inh 0.3%, FLuc counter 1.0%, Rab9 prom act -0.5% and Mito fusion yeast 6.8%.
For O=C(Cc1ccccc1)NCC(=O)N1CCN(c2ccccc2F)CC1 the results were KCNH2 3.1 inh 17.7, NPC1 prom act -2.5%, ELG1 repair inh 3.5%, PKM2 act 0.0%, Gal4-VP16 FLuc -3.6%, MBNL1-CUG inh -17.8%, RORgamma inh 18.0%, FLuc counter 1.9%, Rab9 prom act -1.4% and Mito fusion yeast 0.6%.
Screening COCCn1c(=O)[nH]c2cc(C(=O)N3CCN(c4ccc(OC)cc4)CC3)ccc2c1=O returned KCNH2 3.1 inh -3.9, NPC1 prom act 0.6%, ELG1 repair inh inconclusive, Gal4-VP16 FLuc -10.2%, MBNL1-CUG inh -4.5%, Menin MLL FP TR -14.2%, RORgamma inh 16.4%, FLuc counter 0.1%, Rab9 prom act -4.6% and Mito fusion yeast -4.4%.
Cn1c(=O)c2c(ncn2CC(=O)OCC(=O)NNC(=O)c2ccc(Cl)cc2)n(C)c1=O was read as KCNH2 3.1 inh -38.6, NPC1 prom act -1.7%, ELG1 repair inh 7.3%, FLuc counter -1.6%, Rab9 prom act -2.3% and Mito fusion yeast -5.5%.
Cc1ccc(-c2cc(C(=O)NCCN3CCOCC3)no2)cc1 was read as KCNH2 3.1 inh 2.7, NPC1 prom act 2.3%, ELG1 repair inh 24.5%, PKM2 act 6.7%, Gal4-VP16 FLuc 4.5%, MBNL1-CUG inh 7.6%, Menin MLL FP TR 0.7%, RORgamma inh 42.2%, FLuc counter inconclusive, Rab9 prom act 2.7% and Mito fusion yeast 6.7%.
